Screens: PubChem, The Scripps Research Institute Molecular Screening Center
PP1 counter: blocks human PP1-alpha phosphatase, a PP5 counter-screen | purified PP1alpha, OMFP fluorescence | inhibition, % at 6.7 µM | 0.9% of 320,000 active;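 active = inhibition above the mean inhibition of all tested compounds plus 3 SD, computed separately for each screening campaign, cut at about 15% in these data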
Target sequence (P62136 whole entry, looked up): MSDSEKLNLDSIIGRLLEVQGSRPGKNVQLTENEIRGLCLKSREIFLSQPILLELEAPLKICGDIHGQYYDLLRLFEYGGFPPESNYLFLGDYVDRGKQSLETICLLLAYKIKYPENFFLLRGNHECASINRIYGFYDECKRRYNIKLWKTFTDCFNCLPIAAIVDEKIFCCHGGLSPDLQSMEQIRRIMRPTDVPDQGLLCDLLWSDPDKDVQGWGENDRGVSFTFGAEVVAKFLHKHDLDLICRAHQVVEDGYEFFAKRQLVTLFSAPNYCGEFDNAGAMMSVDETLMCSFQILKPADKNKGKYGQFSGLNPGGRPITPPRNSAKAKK
procasp7 counter: counter-screen: procaspase-7 (human) activation. activation, % at 8.5 µM. recombinant procaspase-7, Ac-DEVD-pNA absorbance 405 nm; D23A/D198A/D206A triple mutant, cannot self-cleave; scale: DMSO 0, 5 µM enzyme 100. 0.093% of 330,000 active. P55210;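 active = percent activation above the screen-wide mean plus 3 SD, cut at about 25% in these data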
Target sequence (P55210 whole entry D23A/D198A/D206A): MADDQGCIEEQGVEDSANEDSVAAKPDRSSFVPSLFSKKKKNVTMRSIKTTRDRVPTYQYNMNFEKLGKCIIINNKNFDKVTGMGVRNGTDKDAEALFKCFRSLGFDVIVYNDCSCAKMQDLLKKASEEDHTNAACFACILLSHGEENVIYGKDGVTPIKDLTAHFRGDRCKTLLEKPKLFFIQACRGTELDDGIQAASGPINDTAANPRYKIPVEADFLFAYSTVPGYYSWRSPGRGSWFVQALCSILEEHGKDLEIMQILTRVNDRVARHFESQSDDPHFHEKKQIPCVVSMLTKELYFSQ
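System: Procaspase-7 triple mutant (PC-7 D3A); measure: % activation from two-timepoint absorbance difference, scaled to controls; times: 1 h compound preincubation, 2 h substrate cleavage, 25 °C; also added: Ac-DEVD-pNA substrate, 400 µM as added; measured by: Epi-absorbance of released pNA at 405 nm, two timepoints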
PP5 inh: PP5 (human) phosphatase inhibition | purified PP5c, OMFP substrate fluorescence | 0.18% of 320,000 active | P53041 | inhibition, % at 6.7 µM;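 active = inhibition above the campaign's mean inhibition across all tested compounds plus 3 SD, cut at about 9.5% in these data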;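 also: 0% = DMSO only and 100% = 100 µM cantharidin control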
PAFAH2 FP inh: PAFAH2 (human) inhibition. 0.99% of 340,000 active. AID 492956. inhibition, % at 3.39 µM. recombinant PAFAH2, FP-rhodamine activity probe, fluorescence polarization;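 active = inhibition above the mean over all tested compounds plus 3 SD, cut at about 30% in these data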;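 also: inhibitors block probe labeling of enzyme so polarization drops; 0% = enzyme with DMSO and 100% = wells lacking PAFAH2 protein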
core dimer inh: HCV core protein dimerization inhibition | TR-FRET GST/Flag-core106 dimerization, 1536-well | 0.33% of 300,000 active | inhibition, % at 5 µM | AID 1899;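 active = inhibition above the mean of all tested compounds plus 3 SD, set per screening campaign, cut at about 45% in these data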
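Assay system: Tagged HCV core106 pair (GST and Flag) | Buffer or medium: KF-containing HEPES buffer, pH 7.45, DTT, CHAPS, BSA | Also added: Eu donor and XL665 acceptor anti-tag antibodies | Dosing: One concentration, 5 µM, in 0.5% DMSO | Timing: 4 h at 22.5 °C | Technique: TR-FRET 671 and 617 nm emission | Repeats: Singlicate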
proCasp3 act: procaspase-3 (human) activation | P42574 | 0.11% of 330,000 active | activation, % at 8.5 µM | AID 463141 | recombinant procaspase-3 D3A, Ac-DEVD-pNA absorbance 405 nm;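 active = activation above the mean of all tested compounds plus 3 SD, cut at about 21% in these data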;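 also: 0% = DMSO alone and 100% = DMSO wells spiked with extra 5 µM PC-3 D3A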
Target sequence (P42574 whole entry D9A/D28A/D175A): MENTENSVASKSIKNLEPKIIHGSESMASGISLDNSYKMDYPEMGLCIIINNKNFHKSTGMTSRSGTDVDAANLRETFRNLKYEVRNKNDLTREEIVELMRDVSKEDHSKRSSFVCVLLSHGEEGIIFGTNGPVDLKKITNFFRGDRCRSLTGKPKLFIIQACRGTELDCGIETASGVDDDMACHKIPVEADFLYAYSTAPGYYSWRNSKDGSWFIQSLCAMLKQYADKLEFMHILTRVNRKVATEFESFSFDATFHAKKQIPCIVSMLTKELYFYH
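Assay system: Procaspase-3 D3A mutant, all three cleavage aspartates alanine. Buffer or medium: Zinc-free HEPES saline buffer with Triton X-100. Times: 1 h compound preincubation, 2 h substrate hydrolysis at 25 °C. Measured by: 405 nm absorbance of p-nitroaniline, reads at 0 and 120 min. Read-out basis: percent activation relative to control range. Replicates: singlicate.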
TPT1 inhibitor: blocks Candida albicans tRNA 2'-phosphotransferase. 0.81% of 300,000 active. recombinant caTPT1, FP RNA substrate dephosphorylation. inhibition, % at 5 µM;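 active = inhibition above the mean of all tested compounds plus 3 SD, set per screening campaign, cut at about 24% in these data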;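 also: plate controls were DMSO alone for no effect and ferristatin control at 100 nM for full effect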
AHR activator: activators of human aryl hydrocarbon receptor; activation, % at 5 µM; AHR-responsive luciferase reporter cells, luminescence; P35869; 2.5% of 320,000 active; AID 2796; in the data active = activation above about 47%;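 also: 0% = vehicle wells and 100% = reference agonist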
Fh CTSL1 inh: blocks F. hepatica cathepsin L1 in PFM18AAP counter-screen | recombinant F. hepatica cathepsin L1, Z-Leu-Arg-MCA fluorescence | inhibition, % at 5.96 µM | 0.49% of 300,000 active | AID 1906;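 active = inhibition above the mean of all tested compounds plus 3 SD, set per screening campaign, cut at about 17% in these data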;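 also: 0% = plate median of test compound wells and 100% = 1 µM Z-Phe-Ala-diazomethylketone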
An asterisk follows results filed as active; x = no result given.

SMILES	PP1 counter	procasp7 counter	PP5 inh	PAFAH2 FP inh	core dimer inh	proCasp3 act	TPT1 inhibitor	AHR activator	Fh CTSL1 inh
COc1ccc(-c2ccc3nnc(SCC(N)=O)n3n2)cc1	-1	5	-1.2	-1	1	5	1	27	1
Cc1cc(OCc2nc(-c3ccc(NC(=O)c4cccnc4)cc3)no2)ccc1Cl	0	1	2.8	-12	-1	0	-1	3	0
Cc1ccc(C(=O)Nc2cc3c(cc2Cl)OCCCO3)cc1	-6	-3	-1.1	3	0	5	0	-3	2
S=c1[nH]nc(-c2ccc3ccccc3n2)n1-c1cc(Cl)cc(Cl)c1	8	-13	4.8	3	9	-5	3	13	3
O=C(O)c1ccc(Nc2ncnc3c2cnn3Cc2ccccc2)cc1	0	2	1.9	-2	1	-7	-6	2	5
CC1C(=O)N2CCCc3cc(NC(=O)COc4ccccc4)cc1c32 (configuration not stated)	-2	2	0.1	4	1	-1	-2	1	-2
Cc1cccc(C)c1NC(=O)c1ccc(OCc2c(C)noc2C)cc1	x	-3	x	4	x	-4	x	-1	x
O=C(c1ccccc1F)N1CCN(c2ccccc2)CC1	3	-4	1.4	-6	-4	1	-3	0	1
COc1ccc(C(c2nnnn2CC2CCCO2)N2CCN(c3ccccc3)CC2)cc1 (configuration not stated)	0	7	0.4	-1	-4	4	-5	3	0
Cc1ccc(NC(=O)C(=O)NCCN2CCN(S(C)(=O)=O)CC2)cc1C	-1	8	1.6	1	-3	-1	-6	4	2
Clc1ccc(-c2nnc(-c3ccccc3)nc2N2CCSCC2)cc1	7	-3	-0.8	2	6	-2	4	23	3
CC(C)(C)NS(=O)(=O)c1ccc(NC(=O)C2CCCO2)cc1 (configuration not stated)	0	-2	1.6	2	16	2	-3	-3	-1
Cc1nc(NC(=O)/C=C/c2ccccc2)sc1C(=O)Nc1ccccc1Cl	0	2	1.4	-2	-11	-7	1	9	0
Cc1ccc2c(C)c(C(=O)NCC(C)(C)N3CCOCC3)oc2c1C	-3	7	1.1	6	1	7	-3	16	-1
CC(C)C(=O)N=C1NC(=O)CS1	0	0	-0.2	3	-5	-6	-1	-1	2
COC(=O)C1NN=C(C(=O)c2ccc(Br)cc2)C1c1cccc(Br)c1 (configuration not stated)	2	-5	3.0	-3	5	2	0	20	1
CCCCCCCSc1nnc(-c2ccccc2N)c(=O)[nH]1	2	1	1.8	4	12	0	-2	-12	0
CCCC(c1nnnn1CS(=O)(=O)c1ccc(C)cc1)N1CCN(c2ccccc2)CC1 (configuration not stated)	-2	2	1.3	0	8	3	0	-2	7
COC(=O)C(C)Sc1nnc(Cc2cc(=O)[nH]c(=O)[nH]2)n1-c1ccc(Cl)cc1 (configuration not stated)	1	6	-0.2	4	-4	7	-12	-3	1
Cc1cc(=O)oc(C)c1C(=O)OCC(=O)c1ccc(Cl)c(Cl)c1	-3	4	1.5	0	0	5	-3	-2	4
O=C(c1ccco1)N1CCN(C(=S)Nc2cc(F)cc(F)c2)CC1	-1	-5	1.4	0	0	1	4	-4	-3
CCOC(=O)c1[nH]c2ccc(Cl)cc2c1NC(=O)/C=C/c1ccc2c(c1)OCO2	-4	5	0.1	-14	9	0	-2	6	0
CCOC(=O)c1ccccc1NC(=O)COC(=O)CSc1ccccc1	-3	14	3.5	6	1	4	6	3	-7
CCOC(=O)C1CCN(S(=O)(=O)c2cccc3nonc23)CC1	-1	4	-3.5	-3	-3	2	-4	-4	1
CN1CCN(S(=O)(=O)c2ccc(NC(=O)c3ccc([N+](=O)[O-])cc3)cc2)CC1	-3	-4	1.4	-8	2	-5	4	7	1
COC(=O)c1cc(O)c(O)c(O)c1	0	-19	-6.3	5	-24	-25	-3	4	6
CCOC(=O)/C(C#N)=C\C1=C(N2CCCC2)CC(C)(CC)OC1 (configuration not stated)	-2	-2	0.3	-5	1	-6	-2	0	2
Cc1cc(Cl)ccc1NNC(N)=S	-2	-21	0.7	2	2	-11	-4	1	2
COc1ccc(CCNC(=O)CSc2nnc(-c3ccccc3)c3ccccc23)cc1OC	0	4	3.0	-1	2	13	4	2	10
COc1ccc(NC(=O)CC2(Cc3ccccc3)CCOC(C)(C)C2)cc1 (configuration not stated)	-3	-4	3.0	-10	-14	5	-6	10	1
CCOC(=O)c1cc(NC(=O)N(CC)C2CCCCC2)c(C)nc1C	-4	4	-1.5	3	1	2	-4	2	-2
CC1CC(C)CN(C(=O)CSc2nnc(CSc3ncccn3)n2C)C1 (configuration not stated)	1	-2	0.9	-7	-5	6	0	1	0
Cc1ccc(C2=NN(C(=O)c3ccccc3F)C(c3ccccc3F)C2)cc1 (configuration not stated)	4	-1	3.8	-7	1	-1	-3	9	1
Cc1ccc(S(=O)(=O)NC(=O)Nc2nnc(C)s2)cc1	0	-8	-3.0	-2	-3	7	1	-2	-1
O=C(Nc1ccc2[nH]c(=O)[nH]c2c1)c1c(F)c(F)c(F)c(F)c1F	-3	1	2.0	1	-1	-1	-2	-1	-2
CC(=O)Nc1c2c(nn1-c1ccccc1C)CS(=O)C2 (configuration not stated)	-3	-7	3.2	3	-8	2	2	1	-3
O=C(O)CNC(=O)c1ccc(N2CCOCC2)cc1[N+](=O)[O-]	1	6	-1.6	2	-3	2	0	0	3
CCCCCCCNC1=CC(=O)CC(c2ccccc2)C1 (configuration not stated)	12	5	4.3	3	5	10	0	3	2
COc1ccccc1-c1c(C)nn2c(N3CCC(C(N)=O)CC3)cc(C)nc12	2	14	0.0	0	0	5	-5	-2	-4
COc1ccc(-c2sc3ccccc3c2/C=C/c2ccncc2)cc1	x	-10	x	-5	x	-14	x	17	x

Sorted by value in PAFAH2 FP inh (lowest first): some entries from above
canonical_smiles,PP5 inh,PAFAH2 FP inh,core dimer inh,proCasp3 act,TPT1 inhibitor,AHR activator
COc1ccc(-c2sc3ccccc3c2/C=C/c2ccncc2)cc1,x,-5,x,-14,x,17
COc1ccc(CCNC(=O)CSc2nnc(-c3ccccc3)c3ccccc23)cc1OC,3.0,-1,2,13,4,2
Cc1cc(Cl)ccc1NNC(N)=S,0.7,2,2,-11,-4,1
COC(=O)c1cc(O)c(O)c(O)c1,-6.3,5,-24,-25,-3,4

The listing continues.
SMILES	PP1 counter	procasp7 counter	PP5 inh	PAFAH2 FP inh	core dimer inh	proCasp3 act	TPT1 inhibitor	AHR activator	Fh CTSL1 inh
Cc1cccc(NC2=NC3(CCCCC3)N=C(N)N2)c1	-1	13	-1.6	-3	0	-3	-3	13	-2
Cc1csc(NC(=O)c2nn(C)c(C)c2[N+](=O)[O-])n1	-4	4	1.5	-4	-8	-8	3	36	2
Cc1oc(-c2ccccc2Cl)nc1CN(C)C(C)c1ccon1 (configuration not stated)	-3	9	0.7	4	-7	2	0	18	2
O=C(/C=C/c1cccs1)Nc1ccc([N+](=O)[O-])cc1	2	3	3.2	-4	7	3	1	-3	4
COc1cc([C@@H]2CC=C(C(=O)O)[C@H](c3ccc(F)cc3)N2S(=O)(=O)c2ccc(C)cc2)cc(OC)c1OC	-3	-6	-0.9	6	12	5	-3	-1	2
COc1ccc(C2C3=C(CC(C)(C)CC3=O)Nc3cc4c(cc32)OCO4)cc1 (configuration not stated)	-6	1	-0.2	0	-2	5	-4	2	1
CCc1nc(SCc2ccccc2)n[nH]1	-2	-7	4.8	3	4	-1	1	13	-2
CNC(=O)COC(=O)c1cc(NC(=O)c2ccco2)c(OC)c(OC)c1	4	-1	1.6	6	2	4	-4	1	1
S=c1[nH]nc(-c2ccc(Cl)cc2)n1CC1CCCO1 (configuration not stated)	-6	-6	2.8	1	-9	-2	0	1	-3
COc1ccc(N=Cc2ccc(-c3ccccc3)o2)cc1	-1	-4	1.6	-2	-1	0	-4	-2	-1
O=C1Nc2ccc([N+](=O)[O-])cc2OC1CCN1CCCC1 (configuration not stated)	-4	-3	-0.5	2	2	2	0	-3	4
Nc1nc(NCc2ccco2)nc(N2CCCC2)c1[N+](=O)[O-]	-2	1	2.2	4	2	10	-2	4	-4
CCCc1cc(C(=O)Nc2sc3c(c2C(=O)OCC)CCCC3)no1	-3	1	0.3	-9	3	-3	2	-1	0
CCOc1ccccc1NC(=S)Nn1cnnc1	-1	-19	2.5	-2	-15	-13	-4	3	-1
COc1ccc(S(=O)(=O)NCCN2CCOCC2)cc1[N+](=O)[O-]	-1	-1	0.5	7	-3	5	-3	0	2
COc1cccc(C2CC(c3cccs3)=NN2C(=O)CSC2=NN3CCCC(=O)N=C3S2)c1OC (configuration not stated)	3	-1	0.8	12	15	2	6	4	11
CN(CC(=O)Nc1cccc(F)c1)C(=O)c1cc2c(s1)CCCCC2	8	0	-2.5	1	2	19	3	7	5
CC1CCCC(NC(=O)COC(=O)CCc2ccccc2)C1C (configuration not stated)	-1	-3	0.1	0	7	5	-2	-1	-2
Cc1cccc2c(=O)c(C(=O)NCCCN3CCOCC3)c[nH]c12	-6	2	-2.1	1	-5	5	1	7	0
Oc1ccc(Br)cc1-c1ccnn1-c1ccccc1	3	-6	0.9	2	0	-2	1	8	-3

Two of the compounds above, with bars between the fields:
Structure | PP1 counter | procasp7 counter | PP5 inh | PAFAH2 FP inh | core dimer inh | proCasp3 act | TPT1 inhibitor | AHR activator | Fh CTSL1 inh
CCc1nc(SCc2ccccc2)n[nH]1 | -2 | -7 | 4.8 | 3 | 4 | -1 | 1 | 13 | -2
Cc1cccc2c(=O)c(C(=O)NCCCN3CCOCC3)c[nH]c12 | -6 | 2 | -2.1 | 1 | -5 | 5 | 1 | 7 | 0

(list continues)
SMILES	PP1 counter	procasp7 counter	PP5 inh	PAFAH2 FP inh	core dimer inh	proCasp3 act	TPT1 inhibitor	AHR activator	Fh CTSL1 inh
O=C(Cn1c2[n+](c3ccc(C(F)(F)F)cc31)CCCCC2)Nc1c(F)cccc1F	-2	2	-2.1	-2	-1	4	3	-2	4
COc1ccc(/C=C/C(=O)NC(=S)NCC2CCCO2)cc1 (configuration not stated)	-1	0	1.6	-1	-2	-4	1	24	4
COc1cc(C2CC(=O)c3cnc(NC(=O)c4ccco4)nc3C2)cc(OC)c1OC (configuration not stated)	0	-1	1.1	0	0	-3	0	0	-2
COC(=O)c1ccc(CN2CCN(CCc3ccccc3)C(CCO)C2)cc1 (configuration not stated)	-3	3	-2.0	-2	-1	2	-3	1	-4
COc1ccc(-c2cnc(SCC(=O)Nc3cc(C)on3)n2Cc2ccco2)cc1	6	-7	3.2	7	10	3	1	0	-7
Cn1nnnc1SCC(=O)N1CCc2ccccc2C1	-4	7	0.1	-12	-1	7	0	0	-1
CCN1CCN(c2ccc(S(=O)(=O)N3CCOCC3)cc2NC(=O)c2ccccc2SC)CC1	-3	1	0.1	5	-2	8	-2	-1	-2
COc1ccccc1CNC(=O)C(C)NS(=O)(=O)c1ccc(C)cc1 (configuration not stated)	-2	-8	2.0	3	2	-7	3	5	-1
CCC1(C)Cc2ccccc2-c2[nH][nH]c(=O)c21 (configuration not stated)	-4	-11	1.9	-1	-7	-14	-6	1	-5
Cc1ccc(S(=O)(=O)n2c([N+](=O)[O-])cnc2C)cc1C	0	-6	3.9	6	1	-11	0	-3	-2
